DNMT1 block: DNMT1 (human) enzyme inhibition. P26358. DNMT1 molecular beacon, Hinp1I cleavage, fluorescence. inhibition (reported as % activation of signal), % at 10 µM. hit rate 0.83% among 360,000. AID 588458; in the data active = inhibition above about 50%
NadD block: NadD (S. aureus) enzyme inhibition | purified NadD enzyme, colorimetric absorbance read-out | inhibition, % at 20 µM | hit rate 0.78% among 360,000 | AID 602399; in the data active = inhibition above about 26%; also: some compounds past the cut are filed as inactive
CSN inh: inhibitors of human CSN-mediated cullin deneddylation; Q92905; Purified CSN, SCF-Nedd8-OG deneddylation, fluorescence polarization; inhibition, % at 12.5 µM; hit rate 0.38% among 360,000; AID 651999;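 active = pattern-corrected inhibition above about 35%, with an unprinted fluorescence ratio check between 0.5 and 1.5, limit read from the data, passing the limit was not always enough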;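 also: 0% = enzyme with substrate and 100% = substrate without enzyme; some results filed as inactive read as strong as hits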
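assay system = purified human Csn5 enzyme expressed in HEK293T cells | amount = 0.24 nM enzyme | buffer or medium = Tris/NaCl/DTT buffer, pH 7.5 | reagent = 10 nM SCFSkp2-Nedd8OG | compound = one concentration, 12.5 µM, 0.25% DMSO | times = 90 min reaction at room temperature | signal = FP | read-out basis = % inhibition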
SUMO1 PPI mod: SUMO1-SIM interaction modulation. SUMO1 binding to a labelled peptide, TR-FRET, 1 h. hit rate 0.33% among 360,000. inhibition, % at 20 µM. AID 602429. P63165; in the data active = inhibition above about 37%
Scp-1 inhibitor: Scp-1 (human) phosphatase inhibition; Q9GZU7; Recombinant Scp1, phosphopeptide, malachite green phosphate absorbance; inhibition, % at 20 µM; hit rate 0.88% among 340,000; AID 493091;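 active = inhibition above about 50% at 20 µM, limit read from the data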;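 also: plate controls were DMSO wells with enzyme for no effect and wells lacking enzyme for full effect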
Target sequence (Q9GZU7 76-261 limits assumed): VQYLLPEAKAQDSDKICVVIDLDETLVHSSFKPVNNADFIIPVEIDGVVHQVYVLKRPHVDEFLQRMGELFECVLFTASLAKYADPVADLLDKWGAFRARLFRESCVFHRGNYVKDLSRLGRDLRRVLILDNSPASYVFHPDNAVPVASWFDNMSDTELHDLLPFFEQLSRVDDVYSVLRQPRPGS
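Assay system: SCP-1 catalytic fragment, aa 76-261 | Buffer or medium: Tris acetate buffer pH 5.5 with MgCl2 and Tween-20 | Compound: One concentration, 20 µM, with 1.0% DMSO | Also added: Phospho 17-mer peptide substrate | Signal: Absorbance at 630 nm | Incubation: 45 min enzyme reaction at room temperature | Measure: % inhibition of SCP-1 phosphate liberation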
Tb MetRS inh: Trypanosoma brucei MetRS inhibition; purified T. brucei MetRS, ATP depletion, Kinase-Glo luminescence; hit rate 0.4% among 360,000; inhibition, % at 11.9 µM;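 active = inhibition above a per-plate cutoff of the control wells' mean inhibition plus 3 SD, cut at about 5.5% in these data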;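 also: 0% = DMSO wells median and 100% = median of wells with control inhibitor compound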
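technique = Kinase-Glo luminescence, ATP depletion format | system = purified MetRS (methionyl-tRNA synthetase) enzyme from Trypanosoma brucei | timing = 15 min preincubation, 2 h reaction, all 25 °C | evaluation = percent inhibition versus plate control medians | dosing = single dose, 11.9 µM final nominal, 0.9% final DMSO | also added = substrates ATP, L-methionine and bulk Escherichia coli tRNA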
PABP1 MLLE inh: inhibitors of microRNA-mediated deadenylation, human PABP1 MLLE binding. inhibition, % at 20 µM. hit rate 0.36% among 360,000. GST-MLLE / FITC-PAM2 fluorescence polarization. P11940. AID 588489; in the data active = inhibition above about 35%, passing the limit was not always enough;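 also: plate controls were DMSO wells with GST-MLLE for no effect and wells lacking GST-MLLE protein for full effect; some results filed as inactive read as strong as hits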
Target sequence (P11940 whole entry, looked up): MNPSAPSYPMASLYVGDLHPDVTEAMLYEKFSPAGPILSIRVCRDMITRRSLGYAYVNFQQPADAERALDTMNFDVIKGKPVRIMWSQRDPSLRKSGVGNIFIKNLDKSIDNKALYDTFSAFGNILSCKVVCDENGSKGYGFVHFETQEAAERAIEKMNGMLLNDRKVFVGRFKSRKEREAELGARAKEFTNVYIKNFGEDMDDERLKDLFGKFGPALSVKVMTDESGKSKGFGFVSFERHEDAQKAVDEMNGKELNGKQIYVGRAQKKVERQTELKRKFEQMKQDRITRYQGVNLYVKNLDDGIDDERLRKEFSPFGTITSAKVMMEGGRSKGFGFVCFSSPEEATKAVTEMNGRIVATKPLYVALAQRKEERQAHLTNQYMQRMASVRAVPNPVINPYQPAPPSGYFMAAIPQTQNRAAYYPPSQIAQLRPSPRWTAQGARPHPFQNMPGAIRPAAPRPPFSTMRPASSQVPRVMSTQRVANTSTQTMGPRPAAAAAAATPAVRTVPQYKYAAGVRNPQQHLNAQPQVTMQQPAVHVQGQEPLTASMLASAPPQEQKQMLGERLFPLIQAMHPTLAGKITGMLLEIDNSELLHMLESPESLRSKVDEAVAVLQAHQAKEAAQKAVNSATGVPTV
LMPTP block: blocks human LMPTP phosphatase; P24666; recombinant LMPTP-A, OMFP fluorogenic substrate, fluorescence intensity; inhibition, % at 20 µM; hit rate 0.22% among 360,000; AID 651560;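 active = compounds that cut the enzyme signal by at least half of the control window in the single-dose screen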;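 also: plate controls were DMSO wells with enzyme plus substrate for no effect and substrate without enzyme for full effect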
Target sequence (P24666 whole entry, looked up): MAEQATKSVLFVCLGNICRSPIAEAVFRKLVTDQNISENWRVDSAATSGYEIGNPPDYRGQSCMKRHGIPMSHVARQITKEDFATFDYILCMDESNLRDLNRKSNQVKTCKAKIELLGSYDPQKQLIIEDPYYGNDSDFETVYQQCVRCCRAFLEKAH
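Test system: LMPTP-A phosphatase enzyme. Amount: LMPTP-A at 0.625 nM final in the reaction. Reagent: OMFP substrate, 400 µM final. Times: 50 min at room temperature. Signal: endpoint fluorescence intensity from OMFP dephosphorylation. Read-out basis: % inhibition. Benchmarks: no-enzyme and uninhibited controls.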
STEP inh: STEP (human) phosphatase inhibition; hit rate 0.25% among 360,000; recombinant STEP, OMFP fluorogenic substrate, fluorescence; AID 588621; inhibition, % at 20 µM; P54829;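 active = inhibition at 20 µM, scaled per plate between control wells, above about 37%, limit read from the data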;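 also: 0% = DMSO with enzyme and substrate and 100% = substrate only without enzyme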
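material = STEP tyrosine phosphatase | reagent = fluorogenic phosphatase substrate OMFP at 25 µM final | doses = single compound dose of 20 µM, 1% DMSO final | schedule = 20 min reaction, room temperature, in the dark | measured by = fluorescence, 480/540 nm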
Rpn11 inh: Rpn11 (human) deubiquitinase inhibition | O00487 | human 26S proteasome, Ub4-pepOG fluorescence polarization; 20S core pre-blocked with epoxomicin | calls only at 20 µM | hit rate 0.59% among 360,000;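 active = inhibition at 20 µM, scaled to each plate's controls, above about 33%, limit read from the data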
Active calls of the source: *; i = inactive; . = no result given; + = active, no number. Hits appear at their usual frequency; any-hit rate near 3.6%.

SMILES	DNMT1 block	NadD block	CSN inh	SUMO1 PPI mod	Scp-1 inhibitor	Tb MetRS inh	PABP1 MLLE inh	LMPTP block	STEP inh	Rpn11 inh
CCc1ccccc1S(=O)(=O)Cc1ccc(C(=O)N2CCN(c3ccccn3)CC2)o1	-4	-1	-4	0	-9	-1.0	9	-0.1	2	i
O=C(/C=C/c1ccccc1Cl)NNC(=O)c1cccs1	1	-10	-1	-3	-5	-0.8	-1	0.4	5	i
CCOC(=O)C(=CNc1ccccc1N1CCOCC1)C(=O)OCC	-2	-5	4	0	14	-0.8	3	-0.3	0	i
COc1ccc(N(C(=O)c2ccc(S(=O)(=O)N3CCCC3)cc2)C2C=CS(=O)(=O)C2)cc1 (centres undefined)	1	-4	-1	8	-9	-0.3	-1	-0.6	-1	i
CCOC(=O)C1(CCc2ccccc2)CCN(Cc2ccn[nH]2)CC1	0	-7	0	-2	0	-0.8	1	-2.2	1	i
O=C(C1CC1)N1N=C(c2ccccc2)CC1(O)C(F)(F)C(F)(F)F (centres undefined)	-1	3	2	3	-9	-0.6	7	0.8	0	i
O=C(c1ccc(Cl)cc1)C1CCN(CC(=O)N2CCCCC2)CC1	-3	-2	3	3	-7	0.3	-7	0.4	3	i
Fc1cccc(CSc2nc3ccncc3[nH]2)c1	4	-7	-1	-2	-1	-1.0	-18	7.8	-2	i
NC(N)=NC(N)=Nc1ccc2ccccc2c1	3	-3	3	-3	-1	-0.4	-1	0.0	-2	i
Cc1ccc(OCCCCN2CCc3ccccc3C2)cc1	-1	-6	0	-6	-3	-0.8	12	0.1	-7	i
CCCCCC(=O)N1C[C@@H](O)[C@H](n2cc(COC(=O)c3ccccc3)nn2)C[C@@H]1c1ccc(OC)cc1	10	2	3	1	.	-1.0	-10	1.0	-1	i
Cc1ccc(C)c(NC(=O)C(=O)NCC2CCCN2S(=O)(=O)c2cccs2)c1 (centres undefined)	-3	-6	-4	0	-9	-0.1	-7	0.0	2	i
CCCC(O)(CCC)C(=O)NN(C(=O)OC)c1ccccc1	3	-20	-14	0	-3	0.0	4	-1.2	0	i
Cc1ccc2nc(N(CCCN(C)C)C(=O)c3ccc(S(=O)(=O)N(C)C)cc3)sc2c1	5	-2	-9	-3	-10	-0.3	-2	-1.9	0	i
CCCc1nnc(NC(=O)CS(=O)(=O)c2ccc(C)cc2)s1	1	1	0	4	-4	0.6	-5	0.1	-1	i
CC1CCCC(C)N1C(=O)COC(=O)c1ccc2ccccc2n1 (centres undefined)	-3	1	0	-19	-5	-0.1	15	-0.8	-3	i
CC(C)(C)OC(=O)C[C@H]1C/C=C\C[C@@H](CC(=O)NCCO)C(=O)NC[C@@H](c2ccccc2)OC1=O	-2	-4	0	4	-6	0.5	-1	-2.2	-1	i
CCOc1ccc(NC(=O)CCC(=O)NNC(=O)COc2ccc(C)cc2Br)cc1	11	3	-1	-4	-1	-0.3	-16	0.8	1	i
CNC(=O)CC(=O)Nc1ccccc1C(=O)O	-1	-5	4	2	-2	0.3	0	-1.7	-2	i
Cc1ccc(S(=O)(=O)c2cc3c(=O)n4ccccc4nc3n(Cc3ccco3)c2=N)cc1	69*	43*	38*	4	66*	0.8	-14	25	5	i

Reprinted from the part before: four compounds, followed by the next part.
SMILES	DNMT1 block	NadD block	CSN inh	SUMO1 PPI mod	Scp-1 inhibitor	Tb MetRS inh	PABP1 MLLE inh	LMPTP block	STEP inh	Rpn11 inh
CC(C)(C)OC(=O)C[C@H]1C/C=C\C[C@@H](CC(=O)NCCO)C(=O)NC[C@@H](c2ccccc2)OC1=O	-2	-4	0	4	-6	0.5	-1	-2.2	-1	i
CCOc1ccc(NC(=O)CCC(=O)NNC(=O)COc2ccc(C)cc2Br)cc1	11	3	-1	-4	-1	-0.3	-16	0.8	1	i
CNC(=O)CC(=O)Nc1ccccc1C(=O)O	-1	-5	4	2	-2	0.3	0	-1.7	-2	i
Cc1ccc(S(=O)(=O)c2cc3c(=O)n4ccccc4nc3n(Cc3ccco3)c2=N)cc1	69*	43*	38*	4	66*	0.8	-14	25	5	i
CC(C)(C)OC(=O)C[C@H]1C/C=C\C[C@@H](CC(=O)NCCO)C(=O)NCCOC1=O	2	-5	-3	2	0	-0.4	2	4.9	1	i
COc1ccc(C(=O)NCCS(=O)(=O)NCc2ccc(F)cc2)cc1	1	-1	0	2	-7	-0.3	-2	-0.6	0	i
Cc1ccc(C)c(OCC(O)CN2CCCCC2C)c1 (centres undefined)	-1	2	-1	-1	-3	-0.7	-18	0.8	-1	i
O=C(N/N=C/c1c(O)n(Cc2ccco2)c(=O)[nH]c1=O)c1ccccc1	21	-1	10	11	1	0.3	-53	-1.2	6	i
Cc1cc(C)c[n+](C(C)C(=O)c2ccc(-c3ccccc3)cc2)c1 (centres undefined)	3	1	-7	-5	12	-0.1	-13	-1.0	-3	i
CCCOc1ccc(C(CC(=O)O)NC(=O)c2ccc3c(c2)OCO3)cc1 (centres undefined)	-1	0	0	-4	-3	-0.5	-11	-0.2	-3	i
Cc1cccc(-n2ncc3c(N(C)Cc4ccccc4)ncnc32)c1	-8	-2	1	4	10	-0.5	1	0.7	1	i
CCCCn1c(SCc2ncc(-c3ccccc3)o2)nc2cc(S(N)(=O)=O)ccc21	-5	17	-3	0	0	-0.7	-114	1.4	1	i
Cc1ccc(-c2cnc(SCCNC(=O)c3ccco3)[nH]2)cc1	0	-1	0	-1	0	-0.5	13	-0.8	0	i
Cc1ccc(N2C(=O)C3CC(c4ccccc4)=C4C5C=CC(C6C(=O)N(c7ccc(C)cc7)C(=O)C56)C4C3C2=O)cc1 (centres undefined)	-14	13	-2	5	-10	-0.2	5	2.8	2	i
CSc1ccc(CNC(=O)c2c(C)noc2C)s1	2	3	-4	-6	-4	0.9	7	-1.2	1	i
CCCCN(C)c1ccc([N+](=O)[O-])cc1	1	-3	-4	-35	-6	-0.6	-3	1.2	2	i
CC1=C(C(=O)N2CCCCCC2)CC(CC(=O)NCC2CCCCC2)C(=O)N1Cc1ccccc1 (centres undefined)	4	0	1	6	.	0.4	-3	-1.2	-2	i
COCc1c(C(=O)N/N=C(/C)c2cccs2)nnn1-c1nonc1N	1	7	3	2	-8	-0.2	-9	-0.3	0	i
Cc1ccc(NC(=O)CN2c3cccc4cccc(c34)S2(=O)=O)cc1S(=O)(=O)N1CCOCC1	-14	9	3	-6	-14	0.2	-25	1.3	2	i
CCOC(=O)/C=C(\C)Nc1cc(C)nn1-c1ccccc1	-1	0	3	-2	-4	-0.1	-10	-2.3	-3	i
Cn1c(Cc2cccc3ccccc23)nnc1SCC(=O)N1CCN(c2cccc(Cl)c2)CC1	-6	7	1	-4	13	-1.4	-9	3.3	-2	i
COc1ccc(C(F)(F)F)cc1N/C=C/c1nnnn1-c1ccc(C)cc1	9	0	4	5	-13	2.0	2	3.0	1	i
COc1ccc(CCC(=O)NCCOc2ccc(Cl)cc2)cc1	-3	-2	-3	6	-19	-0.2	-8	0.3	1	i
COc1cccc(-c2cc(C(F)(F)F)nc(N3CCCCC3)n2)c1	6	3	2	4	-5	0.2	4	1.2	3	i
CN1CCN(C(=O)C(=O)c2cn(CC(=O)N3CCCCCC3)c3ccccc23)CC1	0	6	3	-2	.	-0.3	11	0.2	0	i
COCCNC(=O)c1cc(-c2cccs2)on1	4	0	5	0	-12	0.3	7	-0.9	1	i
Cc1cc(C=C2C(=O)c3ccccc3C2=O)c(C)n1-c1ccccc1	-3	-1	6	-18	-6	-0.5	-12	3.8	6	i
CCOC(=O)N1CCN(C(=O)c2cc(-c3ccc(OCC)cc3)nc3ccccc23)CC1	-5	-3	-4	-5	-6	-0.9	4	0.7	9	i
C/C(=N\Nc1c([N+](=O)[O-])c(C)nn1C)c1ccc(F)cc1F	2	-1	-11	-6	-6	0.2	-5	0.0	15	i
On1nnc2c3ccccc3c3ccccc3c21	3	-3	3	9	-1	-0.7	10	-2.1	-2	i
COc1ccc(Cl)cc1NC(=S)NCc1cccnc1	12	-3	-7	-1	3	-0.8	5	-0.7	0	i
OC(c1ccc(CN2CCCCC2)cc1)c1ncc(-c2ccccc2)[nH]1 (centres undefined)	0	4	2	4	.	0.5	15	-0.4	-3	i
Cn1c(SCC(=O)c2ccccc2)nnc1-c1ccc(O)cc1	1	1	1	0	-5	-0.2	-23	-0.5	-2	i
CC(=O)c1c(C)n(CC(=O)NCc2ccc3c(c2)OCO3)c2ccccc12	6	-2	-1	1	3	0.4	9	-0.1	-2	i
O=[N+]([O-])c1ccc(Cl)c(/C=N/n2c(COc3ccccc3)n[nH]c2=S)c1	4	14	0	-4	3	-0.9	-53	0.2	1	i
Cc1cccc(N(CC(=O)Nc2cccnc2)S(C)(=O)=O)c1	6	-5	0	0	-1	-0.8	-10	3.5	1	i
CCOC(=O)c1c(C)[nH]c(C(=O)OCC(=O)N(CC(C)C)c2c(N)n(Cc3ccccc3)c(=O)[nH]c2=O)c1C	-3	15	12	0	-10	-0.4	-26	0.5	2	+
CC(C)Cn1c(N)c(C(=O)COC(=O)c2ccc3c(c2)OCCO3)c(=O)n(C)c1=O	-1	-4	0	4	-6	-0.6	-13	-1.2	-3	i
O=C(CSc1nc2ccccc2o1)N1CCN(S(=O)(=O)c2ccc3ccccc3c2)CC1	-1	-5	-2	-3	-3	0.2	2	-2.1	0	i
Cc1cc(C)cc(C(=O)Nc2ccc(NC(=O)c3cccs3)cc2)c1	-2	-1	2	1	-12	-0.2	-11	0.7	-4	i
CN1CCN(C(=O)CCn2c(=O)c3cccn3c3cccnc32)CC1	2	1	-4	0	-1	-0.6	4	0.3	-1	i
COc1ccccc1NCc1cc(=O)oc2c(C)c(O)ccc12	-10	4	4	-6	-1	0.3	-12	0.0	-1	i
COc1ccc(OCCSc2ncc(CO)n2C)cc1	0	-2	3	4	-16	2.5	5	0.0	-2	i
CN1CCC(N(C)S(=O)(=O)c2ccc(NC(=O)c3ccc(S(=O)(=O)N(C)C)cc3)cc2)CC1	-9	-7	-3	13	22	-0.4	-70	0.9	-4	i
O=C(Nc1ccc(F)cc1)c1ccc2nc[nH]c2c1	-4	1	0	5	3	-0.7	-34	0.9	-1	i
